# Screening results deposited in PubChem by several laboratories.
# RBBP9 inhibitor: human RBBP9 inhibitors, primary screen, biochemical, fluorescence polarization, FP-Rh probe, HTS. recombinant RBBP9. inhibition, % at 7.94 µM. 220,000 compounds, 0.2% hits. AID 1515, 2009;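 active = inhibition above the campaign mean of all tested compounds plus 3 SD, cut at about 14% in these data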;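 note: plate controls were DMSO wells with RBBP9 for no effect and wells lacking RBBP9 protein for full effect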
# Target sequence (O75884 whole entry, looked up): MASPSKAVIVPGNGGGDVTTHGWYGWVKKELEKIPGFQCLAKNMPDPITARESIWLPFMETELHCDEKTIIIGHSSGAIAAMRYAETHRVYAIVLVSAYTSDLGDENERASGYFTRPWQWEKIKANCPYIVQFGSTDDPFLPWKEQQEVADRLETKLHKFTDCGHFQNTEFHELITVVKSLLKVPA
#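 Controls: DMSO-treated enzyme wells and wells lacking RBBP9 | Material: RBBP9 protein | Technique: Fluorescence polarization | Replication: Single well per compound, no replicates | Buffer or medium: Tris-NaCl-Pluronic buffer, pH 8.0 | Timing: 30 min compound preincubation, 45 min probe labeling, 25 °C | Read-out basis: Percent inhibition from mP, scaled between DMSO and no-protein wells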
# PPC-1+TRAIL kill: compounds killing PPC-1 cancer cells with TRAIL present, primary screen, TRAIL potentiator project, ATPLite luminescence, uHTS; PPC-1 cells + TRAIL, ATPLite viability luminescence; cell killing (% activity), % at 4 µM; 220,000 compounds, 0.41% hits; AID 1443, 2008;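 active = cell killing above 50% in the first pass at 4 µM, then a duplicate retest at 5 µM averaging 50% or more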;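 note: plate controls were cells with TRAIL plus DMSO for no effect and medium-only wells lacking cells for full effect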
# Furin inhibitor: human furin inhibitors, primary screen, biochemical, fluorescence intensity. purified furin, fluorogenic substrate cleavage. inhibition, % at 30 µM. 220,000 compounds, 0.061% hits; in the data active = inhibition above about 25%; note: inactives centre near -15
# Target sequence (P09958 108-714 limits assumed): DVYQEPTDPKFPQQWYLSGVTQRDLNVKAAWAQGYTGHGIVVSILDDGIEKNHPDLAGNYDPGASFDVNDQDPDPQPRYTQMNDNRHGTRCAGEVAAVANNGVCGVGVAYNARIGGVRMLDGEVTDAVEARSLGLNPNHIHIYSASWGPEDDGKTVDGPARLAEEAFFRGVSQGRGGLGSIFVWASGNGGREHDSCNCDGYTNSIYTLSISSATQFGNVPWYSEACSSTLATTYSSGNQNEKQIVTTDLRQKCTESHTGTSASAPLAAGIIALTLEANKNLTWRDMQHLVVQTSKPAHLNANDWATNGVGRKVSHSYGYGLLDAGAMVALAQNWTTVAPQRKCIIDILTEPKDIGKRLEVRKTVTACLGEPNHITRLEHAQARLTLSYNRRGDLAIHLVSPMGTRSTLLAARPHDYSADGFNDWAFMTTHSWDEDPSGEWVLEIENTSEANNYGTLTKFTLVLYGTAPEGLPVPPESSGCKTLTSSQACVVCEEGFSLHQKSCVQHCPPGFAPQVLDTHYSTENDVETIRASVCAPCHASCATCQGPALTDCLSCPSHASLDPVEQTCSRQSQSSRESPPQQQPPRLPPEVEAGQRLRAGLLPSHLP
# Tb hexokinase: Trypanosoma brucei hexokinase 1 inhibitors, primary screen, biochemical, G6PDH-coupled NADH absorbance, MLSCN library; 220,000 compounds, 0.11% hits; recombinant TbHK1, G6PDH-coupled NADH A340; hexokinase 1 [Trypanosoma brucei]; inhibition, % at 10 µM;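 active = inhibition of 50% or more in the single-dose primary screen; inactive = inhibition below 50%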
# PGE2 EP2 inh: human EP2 receptor antagonists, primary screen, TR-FRET cAMP, C6 glioma cells. Prostaglandin E2 receptor EP2 subtype (Homo sapiens), P43116. C6 glioma cells expressing human EP2; cells stimulated with saturating PGE2. inhibition, % at 25 µM. 260,000 compounds, 0.52% hits. AID 1422, 2008;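 active = percent inhibition above 40 after rounding to a whole number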;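 note: rat C6 glioma host cells with rolipram phosphodiesterase inhibitor present; the protocol text gives 20 µM as final concentration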
# NCF1 inh: p47phox/p22phox peptide binding inhibitors, primary screen, biochemical, uHTS, NADPH oxidase regulatory subunit; Neutrophil cytosol factor 1 (Homo sapiens), P14598; fluorescence polarization, 2 h; inhibition, % at 24.7 µM; 220,000 compounds, 0.53% hits; AID 1274, 2008;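 active = inhibition above about 30%, limit read from the data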;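 note: 0% = p47phox with labelled peptide and 100% = labelled peptide alone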
# Ba/F3 V617F tox: reduced viability of JAK2V617F-dependent Ba/F3 cells, primary screen, JAK2V617F inhibitor project, cell-based, Ba/F3 EpoR-JAK2V617F, luminescence; ATP luminescence; inhibition, % at 5.6 µM; 220,000 compounds, 1.1% hits;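 active = inhibition above the campaign mean plus 3 SD over all tested compounds, cut at about 24% in these data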;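 note: cytokine-independent growth of Ba/F3 cells driven by EpoR plus mutant JAK2; 0% = DMSO-treated cells and 100% = JAK inhibitor I control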
# p97 ATPase inh: inhibitors of human p97 ATPase, primary screen, biochemical. Transitional endoplasmic reticulum ATPase (Homo sapiens), P55072. inhibition, % at 8 µM. 220,000 compounds, 0.42% hits. recombinant p97 ATPase, Kinase-Glo ATP luminescence, 3 h; in the data active = inhibition above about 15%;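 note: 0% = DMSO vehicle and 100% = wells lacking enzyme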
# BaF3 parental: parental Ba/F3 cell viability inhibition, counter-screen for JAK2V617F inhibitor project, murine pro-B, CellTiter-Glo luminescence; 220,000 compounds, 1.1% hits; CellTiter-Glo ATP luminescence; inhibition, % at 5.6 µM;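 active = inhibition above a per-campaign cutoff, the mean inhibition of all tested compounds plus 3 SD, cut at about 27% in these data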;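 note: 0% = DMSO wells and 100% = JAK Inhibitor I control wells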
# Active calls of the source: *; · = no result given; & = joins results of further samples; [ ] = dose if it differs, or a comment.
1. Cc1nc(NC(=O)C2CC2)sc1C(=O)NC1CCCCC1
2. CC(=O)N1CCN(CC(=O)Nc2c(Cl)ccc(C)c2Cl)CC1
3. CSc1ccccc1C(=O)Nc1ccccc1C(=O)N1CCCC1
4. CCn1nc(C(=O)Nc2nc3ccccc3[nH]2)c2ccccc2c1=O
5. COc1ccc(Br)cc1CN(C)CC(=O)Nc1c(Cl)ccc(C)c1Cl
6. CC1(C)Cc2nc(NC3CCCCC3)c(C#N)cc2CO1
7. COc1ccccc1-c1nnc(NC(=O)C(C)Sc2nncn2C)s1 (stereo unspecified)
8. CC1CN(S(=O)(=O)c2ccccc2)CC(C)O1 (stereo unspecified)
entry no.	1	2	3	4	5	6	7	8
RBBP9 inhibitor	-15	4	-1	-6	-8	1	-8	-1
PPC-1+TRAIL kill	7	7	23	13	6	0	1	-26
Furin inhibitor	0	-12	-15	-23	-14	-13	-18	-10[20 µM]
Tb hexokinase	5	-1	-3	-8	-1	-4	-19	-4
PGE2 EP2 inh	6	7	12	10	4	11&9	3	5
NCF1 inh	11	-6	-9	-9	-9	4	-2	-11
Ba/F3 V617F tox	1	1	-4	-4	0	3	2	-5
p97 ATPase inh	-5	3	0	0	0	2	3	4
BaF3 parental	9	3	0	0	6	5	5	0

9. CCC(c1nnnn1C(C)(C)CC)N(CCCN1CCOCC1)Cc1cc2cccc(C)c2[nH]c1=O (stereo unspecified)
10. O=C(COC(=O)CNS(=O)(=O)c1c(Cl)cccc1Cl)Nc1ccccc1Sc1ccccc1
11. O=C(OCc1ccccc1)/C(=C/c1ccc(Cl)cc1)NC(=O)c1ccccc1Cl
12. CN1CCN(S(=O)(=O)c2ccc3[nH]cc(C(=O)O)c(=O)c3c2)CC1
13. Cn1c(=O)c2cc(S(=O)(=O)NCCC(=O)NCC3CCCO3)ccc2n(C)c1=O (stereo unspecified)
14. Cc1ccc(CNC(=O)Cc2cccs2)cc1
15. Nc1nonc1NC(=O)CSc1ncccc1C(=O)O
16. O=C(Nc1ccc(-c2csc(-c3ccccc3)n2)cc1)c1ccccc1Cl
entry no.	9	10	11	12	13	14	15	16
RBBP9 inhibitor	-6	-5	-9	5	-7	4	-3	-12
PPC-1+TRAIL kill	10	22	5	24	10	25	-6	19
Furin inhibitor	-1[20 µM]	-8	-24[20 µM]	-12	-17	-2[20 µM]	-22[20 µM]	-31[20 µM]
Tb hexokinase	-11	24	-1	-10	30	16	-5	-4
PGE2 EP2 inh	8	12	10	6	10	12	12	12
NCF1 inh	-19	-84	-3	-14	-15	-14	-6	-28
Ba/F3 V617F tox	-2	0	1	2	1	-3	2	-3
p97 ATPase inh	-4	-2	2	0	5	4	-1	0
BaF3 parental	5	11	5	4	3	2	7	6

17. COCc1cccc(NC(=O)CCc2ccccc2)c1
18. O=C(NCC1CCCO1)c1cc(-c2ccco2)nc2ccccc12 (stereo unspecified)
19. CN1CCc2c(sc(N)c2C(N)=O)C1
20. Cn1c(C(=O)N2CCN(Cc3ccc4c(c3)OCO4)CC2)cc2sccc21
21. COC(=O)c1cccc(Nc2ncnc3ccc(C)cc23)c1
22. N#CCN1CCN(CC(=O)Nc2ccc(OCc3ccccc3)cc2)CC1
23. Cc1ccc(/C=N/n2c(-c3ccncc3)n[nH]c2=S)o1
24. COc1cccc(-c2cc(C(=O)Nc3ccccc3SC)no2)c1
entry no.	17	18	19	20	21	22	23	24
RBBP9 inhibitor	-3	0	-1	4	0	-9	-2	-6
PPC-1+TRAIL kill	-10	4	4	2	-1	2	19	4
Furin inhibitor	-14	-74	-14[20 µM]	-20	-15[20 µM]	-7[20 µM]	-20	-16
Tb hexokinase	-5	1	-9	0	-28	0	-16	-5
PGE2 EP2 inh	5	16	2	14	5	22&4	11	4
NCF1 inh	-5	-1	-43	-6	-25	-2	-7	-17
Ba/F3 V617F tox	0	-1	4	-3	-4	4	0	-1
p97 ATPase inh	-4	1	-5	0	3	-3	3	-2
BaF3 parental	2	6	7	3	5	5	10	4

25. COc1ccccc1NC(=O)c1c(Nc2ccccc2C)sc(C(=O)Nc2cccc(Cl)c2)c1N
26. O=S1(=O)CCC(NC(=S)SCCOc2ccccc2)C1 (stereo unspecified)
27. CCN(CC)S(=O)(=O)c1ccc(Cl)c(C(=O)OCC(=O)c2c(N)n(C)c(=O)n(C)c2=O)c1
28. O=C(CSc1ncnc2c1nnn2Cc1ccc(F)cc1)NC1CCCC1
29. O=C(CN1CCN(Cc2ccccc2)CC1)N/N=C/c1ccccc1F
30. CCCN1CCN(CCCNC(=O)C2CCN(c3nnc(-n4cccc4)s3)CC2)CC1
31. c1coc(-c2nnc(-c3ccc4c(c3)OCO4)o2)c1
32. C/C(=N\OCC(=O)NC12CC3CC(CC(C3)C1)C2)c1cc2ccccc2o1
entry no.	25	26	27	28	29	30	31	32
RBBP9 inhibitor	-22	-4	-13	-1	-8	-7	0	0
PPC-1+TRAIL kill	23	-1	-1	8	-9	11	27	21
Furin inhibitor	-15	-11	-13	-34	-21	-5	-16	-10
Tb hexokinase	-12	-3	-5	-3	-6	4	-4	0
PGE2 EP2 inh	7	3	8	7	10	9	5	10
NCF1 inh	-30	-11	-24	·	1	-10	-12	5
Ba/F3 V617F tox	-5	1	-3	1	-3	-4	1	-3
p97 ATPase inh	9	2	4	2	9	4	3	4
BaF3 parental	0	5	-1	3	-3	3	5	2

# Four entries from above, bar-delimited.
entry | SMILES | RBBP9 inhibitor | PPC-1+TRAIL kill | Furin inhibitor | Tb hexokinase | PGE2 EP2 inh | NCF1 inh | Ba/F3 V617F tox | p97 ATPase inh | BaF3 parental
28 | O=C(CSc1ncnc2c1nnn2Cc1ccc(F)cc1)NC1CCCC1 | -1 | 8 | -34 | -3 | 7 | · | 1 | 2 | 3
31 | c1coc(-c2nnc(-c3ccc4c(c3)OCO4)o2)c1 | 0 | 27 | -16 | -4 | 5 | -12 | 1 | 3 | 5
27 | CCN(CC)S(=O)(=O)c1ccc(Cl)c(C(=O)OCC(=O)c2c(N)n(C)c(=O)n(C)c2=O)c1 | -13 | -1 | -13 | -5 | 8 | -24 | -3 | 4 | -1
32 | C/C(=N\OCC(=O)NC12CC3CC(CC(C3)C1)C2)c1cc2ccccc2o1 | 0 | 21 | -10 | 0 | 10 | 5 | -3 | 4 | 2

# More entries.
33. CCOC(=O)c1c(CN2CCC(C)CC2)oc2ccc(OC)cc12
34. COc1ccc(S(=O)(=O)N(C)C)cc1NC(=O)CSc1nnc(-c2cccnc2)o1
35. O=C1c2ccccc2C(=O)C1c1ccncc1
36. O=C(/C=C/c1ccccc1)NC(=S)NNS(=O)(=O)c1ccccc1
37. c1ccc(-c2cn(-c3ccccc3)c3[n+]2CCCS3)cc1
38. O=C(CSc1ccc(F)cc1)N1CCN(S(=O)(=O)c2ccccc2)CC1
39. Nc1ccc(C(=O)Oc2ccc([N+](=O)[O-])cc2)c(O)c1
40. CCc1nc2ccccc2n1CC1CC1(Cl)Cl (stereo unspecified)
entry no.	33	34	35	36	37	38	39	40
RBBP9 inhibitor	3	-5	9	-2	-11	-6	-4	1
PPC-1+TRAIL kill	22	-27	59*[5 µM]	·	-7	14	2	21
Furin inhibitor	-23	-26	8	-5	-15	-18	-2	-7
Tb hexokinase	-2	-5	-23	15	10	0	-14	1
PGE2 EP2 inh	1	15	7	4	8	5	16	8
NCF1 inh	4	2	-19	-24	-3	0	-10	-12
Ba/F3 V617F tox	-4	2	-3	-1	68*	-1	7	1
p97 ATPase inh	1	0	7	6	-2	-1	-2	-3
BaF3 parental	2	7	-1	3	63*	0	-2	4

41. COc1cc(NC(=S)Nc2ccc(S(=O)(=O)N3CCOCC3)cc2)cc(OC)c1OC
42. CCOC(=O)c1[nH]c2ccc(F)cc2c1NC(=O)CN1CCN(C/C=C/c2ccccc2)CC1
43. O=C(NNc1ccccc1F)c1ccccc1
44. CC1(C)CC(=O)C2=C(C1)NC(=O)NC2c1ccccc1 (stereo unspecified)
45. COC(=O)C1C(c2ccccc2)C(C(=O)OCc2ccco2)C1c1ccccc1 (stereo unspecified)
46. Cc1cccc(CCNC(=O)c2nnc(Cc3ccc(Cl)cc3)o2)c1
47. Cc1ccc(N2C(=O)CC(NNc3nc4ccccc4s3)C2=O)cc1 (stereo unspecified)
48. COCc1cc(C)nc(SCC(=O)Nc2ccc(C)c(C)c2)c1C#N
entry no.	41	42	43	44	45	46	47	48
RBBP9 inhibitor	-5	-8	2	-9	-3	4	-9	-5
PPC-1+TRAIL kill	21	-9	11	14	12	-5	9	37
Furin inhibitor	-19[20 µM]	-25	-5	-23	-11[20 µM]	-15	-7	-28
Tb hexokinase	-6	-20	-8	-6	5	0	-3	-7
PGE2 EP2 inh	11	·	11	9	8	10	8	16
NCF1 inh	-6	-15	2	9	-7	-4	-9	-1
Ba/F3 V617F tox	2	1	11	2	0	-2	3	-3
p97 ATPase inh	-2	-1	3	-3	-5	3	-4	4
BaF3 parental	3	3	-7	6	0	6	4	5

# Part of the list above in a different format:
# Results follow in this order: RBBP9 inhibitor, PPC-1+TRAIL kill, Furin inhibitor, Tb hexokinase, PGE2 EP2 inh, NCF1 inh, Ba/F3 V617F tox, p97 ATPase inh, BaF3 parental
42) CCOC(=O)c1[nH]c2ccc(F)cc2c1NC(=O)CN1CCN(C/C=C/c2ccccc2)CC1
  -8, -9, -25, -20, ·, -15, 1, -1, 3
43) O=C(NNc1ccccc1F)c1ccccc1
  2, 11, -5, -8, 11, 2, 11, 3, -7
44) CC1(C)CC(=O)C2=C(C1)NC(=O)NC2c1ccccc1 (stereo unspecified)
  -9, 14, -23, -6, 9, 9, 2, -3, 6
45) COC(=O)C1C(c2ccccc2)C(C(=O)OCc2ccco2)C1c1ccccc1 (stereo unspecified)
  -3, 12, -11[20 µM], 5, 8, -7, 0, -5, 0
46) Cc1cccc(CCNC(=O)c2nnc(Cc3ccc(Cl)cc3)o2)c1
  4, -5, -15, 0, 10, -4, -2, 3, 6
47) Cc1ccc(N2C(=O)CC(NNc3nc4ccccc4s3)C2=O)cc1 (stereo unspecified)
  -9, 9, -7, -3, 8, -9, 3, -4, 4

# A portion of the library. The share of hits here may be higher or lower than overall.
